Bioassay records (PubChem)
hIAP activ: increases human intestinal alkaline phosphatase activity; 0.16% of 330,000 active; activation factor at 10 µM; purified human IAP, CDP-Star luminescence, 30 min; active compounds read high; 1 = vehicle-only enzyme, 0 = enzyme-free background;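 active = activation factor of the enzyme at least 2-fold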; also: the source names both 10 and 20 µM as test concentration; values of inactives mirror those of a sister screen read the other way
Target sequence (P09923 whole entry, looked up): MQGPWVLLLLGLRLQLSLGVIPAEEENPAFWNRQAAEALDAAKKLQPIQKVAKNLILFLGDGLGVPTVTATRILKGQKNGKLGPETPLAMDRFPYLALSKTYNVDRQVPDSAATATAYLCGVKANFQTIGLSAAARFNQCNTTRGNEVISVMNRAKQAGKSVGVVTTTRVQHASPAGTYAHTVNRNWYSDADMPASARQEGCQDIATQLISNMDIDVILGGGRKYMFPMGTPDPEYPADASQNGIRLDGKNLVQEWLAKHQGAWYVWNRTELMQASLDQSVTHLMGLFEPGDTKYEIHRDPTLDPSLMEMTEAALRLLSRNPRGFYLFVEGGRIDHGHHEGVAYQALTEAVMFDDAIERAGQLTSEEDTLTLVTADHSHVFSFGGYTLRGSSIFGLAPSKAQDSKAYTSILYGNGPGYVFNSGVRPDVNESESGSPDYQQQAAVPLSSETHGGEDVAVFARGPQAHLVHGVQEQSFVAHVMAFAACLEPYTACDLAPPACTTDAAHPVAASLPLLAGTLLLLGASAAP
mIAP inh: mouse IAP inhibition; purified mouse IAP, CDP-Star luminescence, 30 min; 0.2% of 330,000 active; inhibition, % at 10 µM;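 active = inhibition of at least 40% at 10 µM in the primary screen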;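 also: plate controls were DMSO with enzyme for no effect and no enzyme wells for full effect; values of inactives mirror those of a sister screen read the other way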
SENP1 inh: blocks the human SENP1 SUMO protease catalytic domain; AID 624204; Q9P0U3; inhibition, % at 10 µM; recombinant SENP1 catalytic domain, CyPet-SUMO1-YPet FRET cleavage; 0.21% of 360,000 active;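 active = inhibition at least 30% at 10 µM, raw YFP signal under a set limit, fluorescence ratio 0.5 to 1.5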;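 also: 0% = enzyme with DMSO and 100% = no enzyme wells; some results filed as inactive read as strong as hits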
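Controls: no-enzyme wells low, DMSO-plus-enzyme wells high control. Test system: human recombinant His6-tagged SENP1 catalytic domain enzyme. Reagent: SFCypet-SUMO1-SFYpet FRET protein substrate, 25 nM final. Doses: one dose per compound, 10 µM, 0.5% DMSO. Detection: FRET, CFP and YFP emission. Timing: 50 min reaction at room temperature.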
A3A deaminase: blocks human APOBEC3A ssDNA deamination. inhibition, % at 20 µM. 0.41% of 330,000 active. recombinant A3A, FAM/TAMRA ssDNA deamination fluorescence. P31941;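 active = at least 40% inhibition at 20 µM here, with at most 30% in a related deaminase screen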;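 also: plate controls were A3A with DMSO for no effect and wells lacking A3A enzyme for full effect; some results filed as inactive read as strong as hits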
Target sequence (P31941 whole entry, looked up): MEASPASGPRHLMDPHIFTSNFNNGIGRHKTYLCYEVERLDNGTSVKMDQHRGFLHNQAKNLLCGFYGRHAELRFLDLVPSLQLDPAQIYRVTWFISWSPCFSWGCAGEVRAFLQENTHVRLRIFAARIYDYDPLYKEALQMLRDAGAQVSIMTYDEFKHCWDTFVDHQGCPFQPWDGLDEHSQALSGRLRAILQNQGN
beta cell repl: MIN6 beta-cell proliferation induction; MIN6 cells proliferation, ATPlite luminescence, 48 h; cells starved in 0.2% serum; 100% = growth in 10% serum; proliferation, % at 10 µM; 0.29% of 330,000 active;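 active = compounds whose signal lies at least 3.5 SD above the mean of all wells on their plate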;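 also: 0% = DMSO-treated cells in low-serum medium and 100% = 10% serum control; some compounds called inactive have numbers as strong as hits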
mIAP act: mouse IAP activation. muIAP, CDP-Star luminescence, 30 min; active compounds read high; 1 = vehicle-only enzyme signal, 0 = enzyme-free wells. activation factor at 10 µM. 0.24% of 330,000 active. AID 2805;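 active = activation factor of at least 2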; also: the source names both 10 and 20 µM as test concentration; values of inactives mirror those of a sister screen read the other way
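Assay system: mouse IAP enzyme / Compound: DMSO-dissolved test compounds / Timing: 30 min, room temperature / Measured by: luminescence from enzymatic CDP-Star hydrolysis / Control set: DMSO-only wells, enzyme-free buffer wells as negative control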
APOBEC3G inh: inhibitors of human APOBEC3G DNA deaminase. recombinant A3G, ssDNA deamination FAM/TAMRA fluorescence. inhibition, % at 20 µM. 0.28% of 330,000 active;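 active = inhibition of at least 40% at 20 µM, with no more than 30% in the related APOBEC3A deaminase screen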;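 also: plate controls were DMSO wells with A3G for no effect and wells lacking A3G enzyme for full effect; some compounds called inactive have numbers as strong as hits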
Target sequence (Q9HC16 whole entry, looked up): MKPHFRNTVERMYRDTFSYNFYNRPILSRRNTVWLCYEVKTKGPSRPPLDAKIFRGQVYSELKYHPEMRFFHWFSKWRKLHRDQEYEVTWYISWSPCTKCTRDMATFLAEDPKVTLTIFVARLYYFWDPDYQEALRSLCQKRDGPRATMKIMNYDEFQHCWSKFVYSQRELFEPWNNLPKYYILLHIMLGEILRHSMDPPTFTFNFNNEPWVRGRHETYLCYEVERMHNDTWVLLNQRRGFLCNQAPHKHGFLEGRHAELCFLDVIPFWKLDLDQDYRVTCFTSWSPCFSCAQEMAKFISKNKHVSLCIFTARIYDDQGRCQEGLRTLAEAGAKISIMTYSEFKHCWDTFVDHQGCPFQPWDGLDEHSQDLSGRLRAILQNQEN
hIAP block: human IAP inhibition | AID 2544 | 0.12% of 330,000 active | P09923 | inhibition, % at 10 µM | purified IAP, CDP-Star luminescence, 30 min;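 active = inhibition reaching a set limit with compound at 10 µM in the primary screen, cut at about 35% in these data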;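 also: plate controls were DMSO wells with enzyme for no effect and no-enzyme buffer wells for full effect; values of inactives mirror those of a sister screen read the other way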
NALP3 yeast inh: blocks the NALP3 inflammasome reconstituted in yeast; Yeast reconstituted NLRP3/ASC/caspase-1, beta-gal luminescence, 24 h; inhibition, % at 10 µM; 0.39% of 330,000 active; AID 2825;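 active = inhibition of 50% or more; inactive = inhibition below 50%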;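 also: plate controls were induced DMSO wells for no effect and uninduced yeast grown without galactose for full effect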
* = called active by the depositor.

How did CCn1c(SCC(=O)c2ccc(C)cc2)nnc1-c1ccncc1 do in these assays?
hIAP activ: 0.966; mIAP inh: 1.8; SENP1 inh: 3.6; A3A deaminase: 2.8; beta cell repl: -2.0; mIAP act: 0.982; APOBEC3G inh: -4.0; hIAP block: 3.4; NALP3 yeast inh: 5.8

How did COc1ccc(C(=O)Nc2ccc(Cl)cc2C(=O)NCCO)cc1 do in these assays?
hIAP activ: 1.09; mIAP inh: -14.6; SENP1 inh: 1.4; A3A deaminase: -3.7; beta cell repl: -2.0; mIAP act: 1.15; APOBEC3G inh: -3.8; hIAP block: -8.6; NALP3 yeast inh: 20.3

What do the screens show for `COCc1nnc(NC(=O)COc2ccc3c(c2)OCO3)s1`?
hIAP activ: 0.875; mIAP inh: -0.6; SENP1 inh: 3.6; A3A deaminase: -0.4; beta cell repl: -1.9; mIAP act: 1.01; APOBEC3G inh: 4.2; hIAP block: 12.5; NALP3 yeast inh: 12.7

What do the screens show for `N=C1C(c2ccccc2)=C(O)CN1c1ccccc1`?
hIAP activ: 1.03; mIAP inh: 10.3; SENP1 inh: 1.9; A3A deaminase: 0.5; beta cell repl: -1.0; mIAP act: 0.897; APOBEC3G inh: -11.2; hIAP block: -3.4; NALP3 yeast inh: 26.6

What do the screens show for `CC(=O)Nc1cccc(-c2nnc(SCC(=O)N3CCCCC3)n2C)c1`?
hIAP activ: 0.936; mIAP inh: 0.0; SENP1 inh: 0.3; A3A deaminase: -1.6; beta cell repl: -2.3; mIAP act: 1; APOBEC3G inh: -3.3; hIAP block: 6.4; NALP3 yeast inh: -5.8

How did Cc1ccc(-c2nc(CN(Cc3cnn(C)c3)C(C)C)c(C)o2)o1 do in these assays?
hIAP activ: 0.904; mIAP inh: -0.1; SENP1 inh: -4.7; A3A deaminase: 1.7; beta cell repl: 2.1; mIAP act: 1; APOBEC3G inh: -2.4; hIAP block: 9.6; NALP3 yeast inh: 0.2

What do the screens show for `CCc1cc(=O)oc2cc(C)cc(OCC(=O)NCCCN3CCOCC3)c12`?
hIAP activ: 1.16; mIAP inh: -11.0; SENP1 inh: 2.4; A3A deaminase: -2.0; beta cell repl: -0.7; mIAP act: 1.11; APOBEC3G inh: -2.1; hIAP block: -15.5; NALP3 yeast inh: 0.3

How did COc1ccc(-c2nn(-c3ccccc3)cc2CN2CCCO2)c(F)c1 do in these assays?
hIAP activ: 1.21; mIAP inh: -2.6; SENP1 inh: -1.0; A3A deaminase: -5.6; beta cell repl: -0.8; mIAP act: 1.03; APOBEC3G inh: -2.3; hIAP block: -21.1; NALP3 yeast inh: 10.3

How did COc1ccc(-c2noc(CCN3C(=O)c4ccccc4C3=O)n2)cc1OC do in these assays?
hIAP activ: 1.02; mIAP inh: -6.7; SENP1 inh: -2.9; A3A deaminase: 2.1; beta cell repl: -1.7; mIAP act: 1.07; APOBEC3G inh: 0.0; hIAP block: -2.5; NALP3 yeast inh: 1.0

Results for Cc1ccc(S(=O)(=O)N2CCC(C(=O)N[C@@H](C)C(=O)NCC3CCCO3)CC2)cc1 (stereo not given in full) ?
hIAP activ: 1.12; mIAP inh: -5.0; SENP1 inh: 0.3; A3A deaminase: -6.6; beta cell repl: -3.5; mIAP act: 1.05; APOBEC3G inh: -9.3; hIAP block: -12.0; NALP3 yeast inh: 6.8

How did Cc1cccc(/N=C/c2nc(-c3ccccc3Br)oc2O)n1 do in these assays?
hIAP activ: 1.24; mIAP inh: -4.6; SENP1 inh: -84.6; A3A deaminase: -2.9; beta cell repl: -2.0; mIAP act: 1.05; APOBEC3G inh: -7.1; hIAP block: -23.7; NALP3 yeast inh: 37.9

How did CC(=O)Nc1ccc(OCC(=O)c2cc(C)ccc2C)cc1 do in these assays?
hIAP activ: 1.04; mIAP inh: -2.4; SENP1 inh: 2.3; A3A deaminase: -0.5; beta cell repl: 0.8; mIAP act: 1.02; APOBEC3G inh: -4.2; hIAP block: -3.9; NALP3 yeast inh: 20.1

What do the screens show for `Cc1ccc(C(=O)CNc2ccccc2)cc1`?
hIAP activ: 0.844; mIAP inh: -3.1; SENP1 inh: -1.4; A3A deaminase: -2.4; beta cell repl: -1.5; mIAP act: 1.03; APOBEC3G inh: -3.0; hIAP block: 15.6; NALP3 yeast inh: 33.4

How did N#Cc1ccccc1NC(=O)CSC1=Nc2ccccc2C2CC=NN12 (stereo not given) do in these assays?
hIAP activ: 0.888; mIAP inh: 9.2; SENP1 inh: -16.2; A3A deaminase: 0.0; beta cell repl: -1.9; mIAP act: 0.908; APOBEC3G inh: 2.2; hIAP block: 11.2; NALP3 yeast inh: 19.2

Results for Cc1ccc2c(=O)c(C(=O)c3ccc(F)cc3)cn(CC(=O)NCc3ccco3)c2n1 ?
hIAP activ: 1.16; mIAP inh: -2.5; SENP1 inh: -89.7; A3A deaminase: 11.1; beta cell repl: -2.6; mIAP act: 1.02; APOBEC3G inh: 10.5; hIAP block: -15.5; NALP3 yeast inh: 11.4

What do the screens show for `CC(=O)Nc1cccc(CNCc2cccc(NC(C)=O)c2)c1`?
hIAP activ: 1.16; mIAP inh: 5.7; SENP1 inh: 3.4; A3A deaminase: -3.1; beta cell repl: 0.4; mIAP act: 0.943; APOBEC3G inh: -7.3; hIAP block: -16.2; NALP3 yeast inh: 7.9

Results for Cc1cc(OCC(=O)N(Cc2ccco2)C2CCS(=O)(=O)C2)ccc1Cl (stereo not given) ?
hIAP activ: 1.01; mIAP inh: -4.1; SENP1 inh: 3.4; A3A deaminase: -1.9; beta cell repl: 2.1; mIAP act: 1.04; APOBEC3G inh: -3.4; hIAP block: -1.0; NALP3 yeast inh: -0.4

How did COc1cccc(/C=C/C(=O)Nc2ccc3c(c2)OCCO3)c1 do in these assays?
hIAP activ: 0.948; mIAP inh: 4.8; SENP1 inh: -1.0; A3A deaminase: 19.1; beta cell repl: -4.6; mIAP act: 0.952; APOBEC3G inh: 18.1; hIAP block: 5.2; NALP3 yeast inh: 24.1

How did COc1ccc(CNC(=O)C(C)OC(=O)C23CC4CC(CC(O)(C4)C2)C3)cc1 (stereo not given) do in these assays?
hIAP activ: 0.91; mIAP inh: 0.7; SENP1 inh: 0.5; A3A deaminase: 1.7; beta cell repl: -0.8; mIAP act: 0.993; APOBEC3G inh: -0.9; hIAP block: 9.0; NALP3 yeast inh: 6.3

What do the screens show for `Cc1nn(C)cc1NC(=O)c1cc2nc(-c3ccco3)cc(C(F)(F)F)n2n1`?
hIAP activ: 0.916; mIAP inh: 4.1; SENP1 inh: -22.0; A3A deaminase: -0.3; beta cell repl: 0.8; mIAP act: 0.959; APOBEC3G inh: -3.6; hIAP block: 8.4; NALP3 yeast inh: 6.3

What do the screens show for `COc1cc(SC)ccc1C(=O)Nc1c(C)cccc1C`?
hIAP activ: 1.16; mIAP inh: -8.2; SENP1 inh: 3.2; A3A deaminase: 7.9; beta cell repl: 2.3; mIAP act: 1.08; APOBEC3G inh: -7.4; hIAP block: -15.8; NALP3 yeast inh: 24.4

Results for CCCNC(=S)Nc1ccc(Cl)cc1Cl ?
hIAP activ: 0.869; mIAP inh: -3.6; SENP1 inh: 2.1; A3A deaminase: -1.9; beta cell repl: -1.8; mIAP act: 1.04; APOBEC3G inh: -1.8; hIAP block: 13.1; NALP3 yeast inh: 9.4

How did Cc1ccc(-c2cc(NC(=O)c3ccccc3)on2)cc1 do in these assays?
hIAP activ: 0.973; mIAP inh: -7.0; SENP1 inh: 1.6; A3A deaminase: 1.1; beta cell repl: -0.8; mIAP act: 1.07; APOBEC3G inh: -2.1; hIAP block: 2.7; NALP3 yeast inh: 6.4

Results for COc1ccccc1CN1CCNC(=O)C1CC(=O)NCCC1=CCCCC1 (stereo not given) ?
hIAP activ: 1.07; mIAP inh: -2.6; SENP1 inh: -17.1; A3A deaminase: 0.3; beta cell repl: -1.7; mIAP act: 1.03; APOBEC3G inh: -6.4; hIAP block: -7.2; NALP3 yeast inh: -13.6

Results for Cc1cccc(N2CCN(S(=O)(=O)c3ccc4c(c3)NC(=O)CS4)CC2)c1C ?
hIAP activ: 0.92; mIAP inh: 10.8; SENP1 inh: -0.1; A3A deaminase: 0.0; beta cell repl: -7.0; mIAP act: 0.892; APOBEC3G inh: 18.0; hIAP block: 8.0; NALP3 yeast inh: 14.6

How did CCc1ccccc1N1CC23C=CC(O2)C(C(=O)OC)C3C1=O (stereo not given) do in these assays?
hIAP activ: 0.939; mIAP inh: 1.3; SENP1 inh: 0.6; A3A deaminase: -1.7; beta cell repl: -2.8; mIAP act: 0.987; APOBEC3G inh: -8.4; hIAP block: 6.1; NALP3 yeast inh: 10.0

How did CCOC(=O)Cc1csc(NS(=O)(=O)c2ccc(Br)cc2)n1 do in these assays?
hIAP activ: 1.13; mIAP inh: 7.1; SENP1 inh: 4.2; A3A deaminase: -2.8; beta cell repl: -3.8; mIAP act: 0.929; APOBEC3G inh: -3.8; hIAP block: -13.3; NALP3 yeast inh: 2.8

Results for CC1(C)OC(=O)C(=NNc2ccccc2[N+](=O)[O-])C(=O)O1 ?
hIAP activ: 1.12; mIAP inh: -7.3; SENP1 inh: 2.6; A3A deaminase: -4.9; beta cell repl: -2.5; mIAP act: 1.07; APOBEC3G inh: -3.0; hIAP block: -11.8; NALP3 yeast inh: 6.4

What do the screens show for `Cc1ccc(Cc2nnc(SCC(=O)Nc3ccc(C)cc3C)[nH]c2=O)cc1`?
hIAP activ: 0.938; mIAP inh: 0.0; SENP1 inh: 1.7; A3A deaminase: 1.9; beta cell repl: 0.2; mIAP act: 1; APOBEC3G inh: -1.3; hIAP block: 6.2; NALP3 yeast inh: 9.5

What do the screens show for `CCC(=O)Nc1cccc(NC(=O)c2ccc3c(c2)OCCO3)c1`?
hIAP activ: 0.797; mIAP inh: 1.6; SENP1 inh: 0.4; A3A deaminase: -5.4; beta cell repl: 0.3; mIAP act: 0.984; APOBEC3G inh: -9.0; hIAP block: 20.3; NALP3 yeast inh: 1.4

What do the screens show for `O=C(NCc1cccs1)c1cc2c(s1)CS(=O)(=O)C2`?
hIAP activ: 0.971; mIAP inh: -8.5; SENP1 inh: -0.1; A3A deaminase: -5.9; beta cell repl: -1.0; mIAP act: 1.08; APOBEC3G inh: -7.1; hIAP block: 2.9; NALP3 yeast inh: -4.7

Results for O=C(c1ccc(Cl)c(S(=O)(=O)N2CCc3ccccc3C2)c1)N1CCN(c2ccccc2)CC1 ?
hIAP activ: 1.08; mIAP inh: 6.6; SENP1 inh: -1.2; A3A deaminase: 0.2; beta cell repl: 0.0; mIAP act: 0.934; APOBEC3G inh: -6.4; hIAP block: -8.0; NALP3 yeast inh: 9.7

What do the screens show for `O=C(Cc1cccs1)N1CCN(S(=O)(=O)c2ccc(F)c(F)c2)CC1`?
hIAP activ: 0.952; mIAP inh: -0.8; SENP1 inh: -33.0; A3A deaminase: 5.8; beta cell repl: 2.0; mIAP act: 1.01; APOBEC3G inh: 1.5; hIAP block: 4.8; NALP3 yeast inh: 7.8

What do the screens show for `Cc1cc(C)nc(SC2c3cccc4cccc(c34)C2NS(=O)(=O)c2ccccc2)n1` (stereo not given)?
hIAP activ: 0.992; mIAP inh: -17.0; SENP1 inh: 0.6; A3A deaminase: 1.5; beta cell repl: -4.9; mIAP act: 1.17; APOBEC3G inh: -0.8; hIAP block: 0.8; NALP3 yeast inh: -7.6

This is a subset (hit frequency here may not be typical).
